Pin1 inhibitor: inhibitors of human Pin1. Q13526. Pin1 FP peptide displacement, HiFluor488, 10 min. Potency, µM (top dose mostly 115 µM), for inactives: at the highest dose activity, negative = inhibition, usual class: inhibitors. 390,000 tested, 0.009% active. AID 504891; active = well fitted inhibition curve with a large enough effect in the polarisation, with a control signal flat, not every such curve was filed as active; inconclusive = small, poorly fitted or top-dose-only effect, or effect the other way, or a change in a side signal; inactive = no such curve, though single readings can be large or run the other way; the % refers to the polarisation; also: potency is read from the fitted curve at half-maximal effect; % is scaled to controls: 0 for no effect and ±100 for the full control effect
Target sequence (Q13526 whole entry, looked up): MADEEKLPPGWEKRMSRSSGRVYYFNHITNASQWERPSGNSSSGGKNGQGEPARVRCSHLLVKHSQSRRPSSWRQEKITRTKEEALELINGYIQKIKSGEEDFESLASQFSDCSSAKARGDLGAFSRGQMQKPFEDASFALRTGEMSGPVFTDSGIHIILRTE
G9a inh: inhibitors of human histone lysine methyltransferase G9a; Q96KQ7; G9a H3K9 monomethylation, AlphaScreen, 2 h; Potency, µM (titrated, usually from 102 µM), for the others: at the highest dose activity, negative = inhibition, actives largely listed as inhibitors; 350,000 tested, 8.8% active; AID 504332; also: potency is read from the fitted curve at half-maximal effect; % is scaled to controls: 0 for no effect and ±100 for the full control effect; nearly all actives have a fitted effect of over 75% in size
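AlphaScreen read-out: biotin-H3K9 peptide (500 nM) methylation by 20 nM enzyme with 20 uM SAM, 2 h at room temperature after 15 min compound preincubation; anti-monomethyl H3K9 antibody plus donor/acceptor beads, 10 min dark.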
JMJD2A Tudor: blocks the human JMJD2A Tudor domain; AlphaScreen JMJD2A-Tudor / H3K4me3 peptide binding; 390,000 tested, 4.4% active; AID 504339; O75164; Potency, µM (highest dose often 114 µM), for inactives: top-dose activity change, negative = inhibition, usual class: inhibitors; also: potency is read from the fitted curve at half-maximal effect; % is scaled to controls: 0 for no effect and ±100 for the full control effect; nearly all actives have a fitted effect of over 50% in size
HP1b chromo inh: blocks HP1-beta chromodomain binding to methylated histone tails | AID 540317 | AlphaScreen HP1-beta / biotin-H3K9me3 peptide binding | 390,000 tested, 0.56% active | Potency, µM (highest dose often 114 µM), without a hit: at the top dose activity change, negative = inhibition, actives largely listed as inhibitors; also: potency is read from the fitted curve at half-maximal effect; nearly all actives have a fitted effect of over 70% in size; inactives centre near 23
Target sequence (P83916 whole entry, looked up): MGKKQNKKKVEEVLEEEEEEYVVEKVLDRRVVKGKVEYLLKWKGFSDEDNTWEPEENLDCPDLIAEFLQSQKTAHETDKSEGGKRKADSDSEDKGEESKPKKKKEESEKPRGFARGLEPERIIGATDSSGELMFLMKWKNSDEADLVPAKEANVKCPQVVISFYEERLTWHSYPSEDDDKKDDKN
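HP1-beta protein (50 nM final) preincubated 30 min at room temperature with biotinylated H3(1-18)K9me3 peptide (50 nM) in PBS pH 7.4, 0.01% Tween-20, then compound added for 30 min. AlphaScreen streptavidin donor/nickel chelate acceptor beads (10 ug/mL final), 30 min dark, luminescence read.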
Pol eta inh: inhibitors of human DNA polymerase eta; Q9Y253; recombinant Pol eta, fluorescent DNA replication assay; Potency, µM (highest dose often 114 µM), without a hit: at the top dose activity change, negative = inhibition, usual class: inhibitors; 390,000 tested, 1.2% active; AID 588591; also: potency is read from the fitted curve at half-maximal effect; % is scaled to controls: 0 for no effect and ±100 for the full control effect
Target sequence (Q9Y253 whole entry, looked up): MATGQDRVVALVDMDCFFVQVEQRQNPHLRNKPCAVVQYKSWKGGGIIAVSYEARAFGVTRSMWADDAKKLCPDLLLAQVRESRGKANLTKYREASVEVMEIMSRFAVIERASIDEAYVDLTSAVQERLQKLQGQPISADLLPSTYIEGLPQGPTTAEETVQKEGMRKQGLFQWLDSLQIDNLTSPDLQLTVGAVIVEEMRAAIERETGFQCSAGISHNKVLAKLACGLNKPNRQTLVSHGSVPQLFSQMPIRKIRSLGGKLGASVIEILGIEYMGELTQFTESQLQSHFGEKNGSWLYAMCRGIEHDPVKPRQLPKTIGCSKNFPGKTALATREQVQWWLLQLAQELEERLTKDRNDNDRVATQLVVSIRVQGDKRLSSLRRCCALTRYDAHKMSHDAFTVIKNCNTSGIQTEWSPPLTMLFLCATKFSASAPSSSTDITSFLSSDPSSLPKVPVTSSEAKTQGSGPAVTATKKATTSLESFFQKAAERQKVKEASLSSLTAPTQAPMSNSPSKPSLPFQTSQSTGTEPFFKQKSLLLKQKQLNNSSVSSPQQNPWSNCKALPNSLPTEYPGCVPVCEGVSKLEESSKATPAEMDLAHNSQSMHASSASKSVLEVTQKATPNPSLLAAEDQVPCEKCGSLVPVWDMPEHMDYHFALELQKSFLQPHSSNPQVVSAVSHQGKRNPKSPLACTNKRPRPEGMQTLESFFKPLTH
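Pol eta at 10 nM preincubated with compounds 15 min at room temperature; reaction started with fluorescent substrate (50 nM final) and read kinetically at 0 and 10 min.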
GLS inhibitor: blocks human kidney-isoform glutaminase activity. GLS enzymatic activity, qHTS titration. Potency, µM (doses to about 45.5 µM), for inactives: at the highest dose activity change, negative = inhibition, actives largely listed as inhibitors. AID 624170. O94925. 410,000 tested, 0.21% active; also: potency is read from the fitted curve at half-maximal effect; % is scaled to controls: 0 for no effect and ±100 for the full control effect
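hKGA in 45 mM KH2PO4 (pH 8.2), 0.02% Tween-20 with compound, then 1mM L-Glutamine (stock as added) plus glutamate oxidase/HRP/Amplex red coupling mix. Fluorescence read initially and after 30 min at RT; signal change reflects glutamate formation.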
PI4K2A block: blocks human PI4K2A kinase activity; purified PI4K2A, ADP-Glo luminescence, 1 h; hits give low values; activity change, negative = inhibition, % at 76.9 µM; 420,000 tested, 0.13% active; AID 1346378; in the data active = activity change below about -50%; inconclusive = mostly about -30% to -49%;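 also: -100% = wells without enzyme as full effect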
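PI4K2A activity was measured by ADP-Glo luminescence: enzyme (4 ug/mL stock) and phosphatidylinositol (1.2 mM stock) in Tris pH 7.5/MgCl2/EGTA/Triton X-100 buffer were reacted with ATP (300 microM stock) for one hour at ambient temperature.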
Tb PGK inh: blocks T. brucei phosphoglycerate kinase; P07378; PGK/GAPDH coupled, Kinase-Glo luminescence, 60 min; Potency, µM (titrated, usually from 57.5 µM), for the others: top-dose activity change, negative = inhibition, usual class: inhibitors; 380,000 tested, 0.043% active; also: potency is read from the fitted curve at half-maximal effect; % is scaled to controls: 0 for no effect and ±100 for the full control effect; nearly all actives have a fitted effect of over 60% in size
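Recombinant glycosomal PGK reaction used 1,3-bisphosphoglycerate generated in-well by GAPDH (100nM final) in 100mM TEA pH 7.6, 5mM MgCl2, 0.01% Tween-20. After 60 minutes at room temperature, ATP was read by Kinase-Glo Plus luminescence end-point.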
BAZ2B inh: BAZ2B (human) inhibition | AlphaScreen BAZ2B-H3K14Ac peptide displacement | Potency, µM (top dose mostly 114 µM), for inactives: at the highest dose activity change, negative = inhibition, hits mostly inhibitors | 360,000 tested, 4.4% active | AID 504333; also: potency is read from the fitted curve at half-maximal effect; % is scaled to controls: 0 for no effect and ±100 for the full control effect; nearly all actives have a fitted effect of over 60% in size
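AlphaScreen displacement of biotin-H3(5-23)K14Ac peptide (50 nM final) from BAZ2B (50 nM final) in PBS pH 7.4, 0.01% Tween-20; complex preformed 30 min RT, then compounds (top 110 uM) 30 min RT, beads 20 min dark.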
An asterisk follows results filed as active; i = inactive; ? = inconclusive; nt = not tested or not shown; [ ] = another dose, or the depositor's remark. Unless noted, calls follow the shape of the dose curve; as a rule, active = well fitted curve in the direction sought with a large enough effect; inconclusive = small, poorly fitted or top-dose-only effect, or another doubt; inactive = no such curve, though single readings can be large; an effect the other way counts as inactive or inconclusive. The list is partial; count on the stated rates, not on these rows.

Each structure is followed by: Pin1 inhibitor | G9a inh | JMJD2A Tudor | HP1b chromo inh | Pol eta inh | GLS inhibitor | PI4K2A block | Tb PGK inh | BAZ2B inh
1: CC(=O)Nc1cccc(C(=O)OC(C(=O)c2ccc(C)cc2)c2ccccc2)c1 (stereo not given)
    -5% | -14%[0.501 µM] | ? | -13% | -15% | 1% | 1 | -5% | ?
2: Cc1onc(-c2ccccc2)c1-c1ccnc(N)n1
    1% | 37%[59 µM] | -7% | 10% | -9% | 5% | -4 | 0% | -2%
3: CCCCNC(=O)COC(=O)c1c2c(nc3ccccc13)/C(=C/c1cccs1)CC2
    ? | 30%[59 µM] | -2% | 131%[activator] | ? | 9% | -12 | 4% | 0%
4: Cc1ccc(OCCCn2c(C3CC(=O)N(c4cccc(Cl)c4)C3)nc3ccccc32)c(C)c1 (stereo not given)
    5% | ? | -28% | 2% | -14% | -4% | 0 | i | -2%
5: Cc1nnc(NC(=O)c2ccc(S(=O)(=O)N(C)Cc3ccccc3)cc2)o1
    0% | -1% | ? | 43% | -3% | 16% | 7 | -3% | 79µM*
6: CCCc1c(O)nc(SC2CC(=O)N(c3cc(OC)ccc3OC)C2=O)[nH]c1=O (stereo not given)
    -4% | -2% | -15% | 33% | -4% | -8% | 5 | 3% | 1%
7: O=C(NCCCn1ccnc1)c1cn(-c2ccccc2)nc1-c1ccccc1
    -6% | -2%[59 µM] | -21% | 33% | -1% | -4% | 0 | -9% | ?
8: COc1cc(C(=O)Nc2cccc(-c3nc4cc(C)ccc4o3)c2)cc(OC)c1OC
    -5% | 6% | -12% | 30% | -27% | -1% | 1 | -5% | 18%
9: Cc1ccccc1Nc1nc(N)nc(CN2CCN(c3ccccn3)CC2)n1
    -3% | -45%[12.7 µM] | 56µM* | 21% | 0% | 8% | -2 | i | 50µM*
10: Cn1cnnc1Sc1ccc(C(=O)OCC(=O)Nc2ccccc2)cc1[N+](=O)[O-]
    -1% | -4%[59 µM] | -34% | -7% | -3% | 2% | -6 | i | -35%

Complete entries as entered above:
`Cn1cnnc1Sc1ccc(C(=O)OCC(=O)Nc2ccccc2)cc1[N+](=O)[O-]` reads Pin1 inhibitor = -1%; G9a inh = -4%[59 µM]; JMJD2A Tudor = -34%; HP1b chromo inh = -7%; Pol eta inh = -3%; GLS inhibitor = 2%; PI4K2A block = -6; Tb PGK inh = i; BAZ2B inh = -35%
`Cc1nnc(NC(=O)c2ccc(S(=O)(=O)N(C)Cc3ccccc3)cc2)o1` reads Pin1 inhibitor = 0%; G9a inh = -1%; JMJD2A Tudor = ?; HP1b chromo inh = 43%; Pol eta inh = -3%; GLS inhibitor = 16%; PI4K2A block = 7; Tb PGK inh = -3%; BAZ2B inh = 79µM*

(next part)
Each structure is followed by: Pin1 inhibitor | G9a inh | JMJD2A Tudor | HP1b chromo inh | Pol eta inh | GLS inhibitor | PI4K2A block | Tb PGK inh | BAZ2B inh
11: O=C(N/N=C/c1cccc(F)c1)c1csc2c1CCCC2
    2% | nt | -6% | 22% | -14% | 3% | -7 | 5% | 5%
12: Cc1cc(N/C=C/C(=O)c2ccc(Br)cc2)no1
    4% | 25%[59 µM] | -36% | 15% | -1% | 3% | 4 | nt | 3%
13: Cc1cccc(C)c1NC(=O)c1cccc2c1C(=O)N(C1CCCCC1)C2
    -4% | 15% | -17% | 24% | -9% | -9% | 5 | -6% | -24%
14: Cc1ccc(C)c(N2N=C(C(=O)Nc3ccc(N4CCOCC4)cc3)CCC2=O)c1
    0% | -41% | -32% | -22% | -4% | 19% | 1 | -1% | 11%
15: COc1ccc(/C=N/NC(=O)CN2CCS(=O)(=O)CC2)cc1
    -8% | 2%[59 µM] | 4% | 47%[activator] | -14% | -7% | 1 | i | -2%
16: Cc1ccc(C(=O)NCCn2c(C)cc3ccccc32)cc1C
    -1% | -15%[59 µM] | ? | 19% | -16% | -7% | 4 | i | -24%
17: Cc1ccccc1OCc1ccc(C(=O)N2CC(C)OC(C)C2)o1 (stereo not given)
    -11% | 5%[59 µM] | 0% | 51%[activator] | -12% | 0% | -13 | i | -1%
18: COc1cccc(CC(NC(C)=O)C(=O)NC2CCN(C(=O)c3ccc(Cl)cc3)CC2)c1 (stereo not given)
    -2% | 0% | 3% | 27% | -9% | 1% | 1 | -4% | -3%
19: CCN(c1ccccc1)c1ncnc2c1cnn2-c1ccc(OC)cc1
    -5% | 13%[59 µM] | 5% | 23% | -6% | -3% | -4 | 5% | 27%
20: Cc1cc(=O)n2nc(N3CCC(C(=O)Nc4ccc(C)c(Cl)c4)CC3)sc2n1
    0% | 9%[59 µM] | -9% | 16% | -22% | -5% | -2 | -10% | 1%

Results in sequence from above:
Nos. 11 to 20 in HP1b chromo inh, in turn: 22%, 15%, 24%, -22%, 47%[activator], 19%, 51%[activator], 27%, 23%, 16%
Nos. 11 to 20 in Tb PGK inh, in turn: 5%, nt, -6%, -1%, i, i, i, -4%, 5%, -10%
Nos. 11 to 20 in PI4K2A block, in turn: -7, 4, 5, 1, 1, 4, -13, 1, -4, -2

The listing continues.
Each structure is followed by: Pin1 inhibitor | G9a inh | JMJD2A Tudor | HP1b chromo inh | Pol eta inh | GLS inhibitor | PI4K2A block | Tb PGK inh | BAZ2B inh
21: NNC(=O)CNC(=O)c1ccccc1F
    -2% | -38%[12.7 µM] | -2% | 12% | -1% | 23% | 2 | i | 17%
22: CC(C)NS(=O)(=O)c1ccc(CCC(=O)N2CCC(C(N)=O)CC2)cc1
    3% | nt | -7% | 44%[activator] | -6% | 1% | -2 | 1% | -14%
23: CNC(=O)CSc1nc2[nH]ncc2c(=O)[nH]1
    7% | -3% | 4% | 6% | -1% | 3% | 2 | -1% | 2%
24: CC1CCCN(C(=O)CN(c2ccccc2)S(=O)(=O)c2ccc(F)cc2)C1 (stereo not given)
    -6% | -2%[59 µM] | 8% | 34% | -15% | -1% | 10 | -3% | 4%
25: Cc1ccc(NC(=O)C(C)OC(=O)c2ccc(Cl)nc2)cc1S(=O)(=O)N1CCOCC1 (stereo not given)
    -1% | 15%[2.33 µM] | -14% | 25% | 20µM* | -16% | -8 | i | -18%
26: O=C(Cn1cnc2sc(-c3ccccc3)cc2c1=O)NCc1ccccc1
    ? | ? | -25% | 5% | -10% | 3% | -9 | i | 14%
27: COC(=O)c1ccc(OC)c(OC2CCCC2)c1
    -9% | 28% | 2% | 41%[activator] | -5% | 1% | 1 | -6% | 1%
28: CNC(=S)N1CCC(NC(=O)C23CC4CC(CC(C4)C2)C3)CC1
    0% | 5% | -26%[11.4 µM] | -4% | 7% | ? | -3 | i | -7%
29: CCCCn1c(NC(=O)c2ccccc2)nc2ccccc21
    3% | 70%[activator][59 µM] | 0% | 53%[activator] | -13% | ? | 0 | -7% | 45%[activator]
30: O=S(=O)(c1cnc[nH]1)N1CCCCCC1
    -1% | -6%[12.7 µM] | -1% | 39%[activator] | -8% | -4% | -11 | i | -6%

(next part)
Each structure is followed by: Pin1 inhibitor | G9a inh | JMJD2A Tudor | HP1b chromo inh | Pol eta inh | GLS inhibitor | PI4K2A block | Tb PGK inh | BAZ2B inh
31: O=C(O)c1ccc(NC(=S)NC2CCCCC2)cc1
    -6% | 11%[59 µM] | -19% | 11% | -17% | 2% | 4 | -7% | 6%
32: CCC(C)NC(=O)c1cn(CC)c2cc(N3CCN(C)CC3)c(F)cc2c1=O (stereo not given)
    3% | nt | -12% | 27% | -10% | 3% | -5 | -11% | -1%
33: COc1cc(C(=O)OCC(=O)NCc2ccco2)cc(OC)c1OC
    -8% | -26% | ? | -5% | ? | 6% | 6 | -11% | ?
34: O=C1CCN(CCc2ccccc2)CCN1CCOc1ccccc1
    1% | nt | -27% | 10% | -19% | -10% | 4 | 0% | 8%[57.1 µM]
35: O=C(NCc1ccc2c(c1)OCO2)C1CCCN1S(=O)(=O)c1ccc(F)cc1 (stereo not given)
    0% | 5% | -6% | 16% | -7% | 1% | 0 | -6% | -17%
36: Cc1occc1-c1nnc(SCC(=O)N(C)c2ccccc2)o1
    -11% | ? | -5% | 21% | -16% | -4% | 1 | -1% | 3%
37: COc1ccc(N2CCN(C(=O)c3cnc(SC)nc3C)CC2)cc1
    6% | -45%[59 µM] | -15% | 6% | 3% | 45%[activator] | -1 | i | -15%
38: CC1CCCCN1S(=O)(=O)c1ccc(C(=O)Nc2ccccc2-c2nc3ccccc3[nH]2)cc1 (stereo not given)
    13% | -1%[59 µM] | -18% | 6% | -5% | 3% | 0 | -12% | -23%
39: CC1Cc2nc(SCC(=O)NCC3CCCO3)n(-c3ccc(F)cc3)c(=O)c2S1 (stereo not given)
    4% | nt | -14% | 20% | -9% | 6% | 2 | 6% | -6%
40: CCn1c2ccccc2c2cc(NC(=O)c3cc(OC)c(OC)c(OC)c3)ccc21
    32%[activator] | 21% | 1% | 43% | -13% | 2% | 4 | -7% | -26%
41: COc1ccc2sc(N(CCCN(C)C)C(=O)c3ccc(C(=O)c4ccccc4)cc3)nc2c1
    -7% | 45µM* | 50µM* | -31% | -4% | 3% | -1 | -6% | ?
42: COc1ccccc1CNC(=O)Cn1nc(C)n2cccc2c1=O
    ? | -7%[59 µM] | -18% | 34% | 2% | -13% | -3 | -8% | -15%
43: FC(F)(F)c1ccc(-c2csc(-c3ccno3)n2)cc1
    5% | nt | 93%[activator] | 181%[activator] | -15% | 0% | 1 | i | 80%[activator]
